ROMK primary: modulates human ROMK potassium channel activity; P48048; Tet-inducible ROMK, thallium flux fluorescence; actives lie on both sides; B-score at 10 µM; 130,000 tested, 2% active;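 active means signal ratio slope over the read window, or its plate-corrected B-score, at least 3 SD from the plate mean, either direction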;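 further: B-score of the F/F0 ratio slope over 7 to 12 s after thallium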
Target sequence (P48048 whole entry, looked up): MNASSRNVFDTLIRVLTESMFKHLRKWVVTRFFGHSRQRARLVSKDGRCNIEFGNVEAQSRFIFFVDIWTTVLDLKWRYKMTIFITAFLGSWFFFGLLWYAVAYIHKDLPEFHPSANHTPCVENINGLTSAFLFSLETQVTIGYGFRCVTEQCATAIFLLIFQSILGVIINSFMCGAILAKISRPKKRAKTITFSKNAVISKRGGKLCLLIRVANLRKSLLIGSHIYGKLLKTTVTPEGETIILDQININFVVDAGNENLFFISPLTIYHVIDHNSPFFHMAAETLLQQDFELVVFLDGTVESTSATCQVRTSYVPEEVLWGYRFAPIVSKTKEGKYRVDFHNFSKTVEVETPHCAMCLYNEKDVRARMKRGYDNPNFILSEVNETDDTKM
SRC2 TRFRET art: flags TR-FRET format artefacts in PPARgamma SRC-2 recruitment agonist screen | TR-FRET artefact counter-screen; active compounds read high | TR-FRET ratio at 8 µM | 200,000 tested, 0.4% active | AID 1049; in the data active means TR-FRET ratio above about 2000; further: inactives centre near 1500
TLR4 MyD88 comp: TLR4-MyD88 interaction inhibition in cells; O00206+Q99836; HeLa CL3-4 TLR4/MyD88 BLA complementation, FRET ratio; inhibition, % at 8.4 µM; 200,000 tested, 0.18% active; in the data active means inhibition above about 25%;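 further: 0% = vehicle and 100% = reference inhibitor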
PPARg SRC-2 ag: promotes SRC-2 coactivator recruitment by human PPARgamma. activation, % at 8 µM. PPARgamma LBD-SRC-2 recruitment, biochemical. 200,000 tested, 0.34% active; in the data active means activation above about 22%;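 further: 0% = vehicle and 100% = reference agonist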
Target sequence (P37231 whole entry, looked up, the tested form may be a part): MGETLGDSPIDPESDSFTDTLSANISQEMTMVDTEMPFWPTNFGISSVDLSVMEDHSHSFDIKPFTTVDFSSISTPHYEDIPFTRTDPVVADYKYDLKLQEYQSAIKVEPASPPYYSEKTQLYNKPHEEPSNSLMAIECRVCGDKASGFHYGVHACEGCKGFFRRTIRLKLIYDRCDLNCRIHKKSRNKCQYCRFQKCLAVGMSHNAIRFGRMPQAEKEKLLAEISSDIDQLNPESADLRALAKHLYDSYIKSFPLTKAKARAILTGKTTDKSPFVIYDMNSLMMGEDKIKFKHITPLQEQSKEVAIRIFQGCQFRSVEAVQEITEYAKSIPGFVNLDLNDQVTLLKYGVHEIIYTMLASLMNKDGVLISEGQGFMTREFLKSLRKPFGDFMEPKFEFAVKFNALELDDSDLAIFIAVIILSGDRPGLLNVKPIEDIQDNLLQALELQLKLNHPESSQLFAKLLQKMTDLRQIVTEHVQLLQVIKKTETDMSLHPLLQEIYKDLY
STAT3 activator: activators of IL-6 induced STAT3 signaling. 190,000 tested, 0.91% active. U3A cells, IL-6 STAT3-luciferase reporter, luminescence; 100% = signal with IL-6 EC80 alone. AID 871. activation (% of control), % at 5.6 µM;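 active means activation above the screen-wide mean of compound activation plus 3 SD, cut at about 130% in these data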;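 further: 0% = background luminescence of wells with medium and substrate only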
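Material: STAT3-luciferase reporter U3A cells; Probe or stimulus: IL-6 (33 ng/mL); Incubation: compound pre-incubation 1 h before IL-6, then 6 h stimulation at 37 °C; Technique: luminescence from STAT3-driven luciferase reporter; Evaluation: % activation versus median of IL-6-stimulated wells; Controls: IL-6-only high control.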
S1P3 antag: antagonists of human S1P3 receptor | CHO S1P3 NFAT-BLA reporter, FRET fluorescence, antagonist mode | 170,000 tested, 0.27% active | AID 485 | inhibition, % at 4.98 µM;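 active means inhibition above the plate cutoff, the mean inhibition of test wells on that plate plus 3 SD, cut at about 28% in these data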;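 further: cells challenged with S1P at its EC80 of 0.8 µM; blue over green emission ratio from cleaved BLA substrate after 4 h stimulation; 0% = S1P-stimulated wells and 100% = unstimulated DMSO-only wells; some compounds past the cut are filed as inactive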
PPARg SRC3 recr: promotes SRC-3 coactivator recruitment by human PPARgamma; biochemical PPARgamma/SRC-3 coactivator recruitment assay; activation, % at 8 µM; P37231; 200,000 tested, 0.26% active; in the data active means activation above about 23%;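 further: 0% = DMSO and 100% = reference agonist; some compounds past the cut are filed as inactive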
STAT1 inh: STAT1 signaling inhibition; AID 920; inhibition, % at 5.5 µM; 200,000 tested, 0.35% active; NIH 3T3 STAT1-luciferase reporter, IFN-gamma, luminescence;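 active means inhibition above a set limit, the mean inhibition across all tested compounds plus 3 SD, cut at about 34% in these data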;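 further: 0% = IFN-gamma with DMSO and 100% = IFN-gamma with 300 µM nifuroxazide; values of inactives mirror those of a sister screen read the other way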
STAT3 inh: inhibitors of IL-6 induced STAT3 signaling. U3A cells, IL-6 STAT3-luciferase reporter, luminescence; host cell line lacks STAT1. inhibition, % at 5.5 µM. 190,000 tested, 0.89% active;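 active means inhibition above the mean inhibition across all screened compounds plus 3 SD, cut at about 44% in these data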;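 further: 0% = DMSO only wells and 100% = 100 µM nifuroxazide control wells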
PPARg SRC-1 ag: agonists of human PPARgamma SRC-1 coactivator recruitment. P37231. PPARgamma-SRC-1 coactivator recruitment biochemical assay. activation, % at 8 µM. 200,000 tested, 0.41% active. AID 631; in the data active means activation above about 19%;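 further: 0% = DMSO and 100% = reference agonist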
RAM network inh: yeast RAM network inhibition. S. cerevisiae dse1pr::URA3 reporter, 5-FOA growth OD615, 2 d; analog-sensitive cbk1-as2 kinase mutant strain. inhibition, % at 50 µM. 190,000 tested, 1.8% active;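 active means inhibition above a set limit, 3 SD over mean compound inhibition, cut at about 8.4% in these data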;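 further: 0% = DMSO-only wells with no growth and 100% = 10 µM 1-NA-PP1 full growth; inhibition rescues growth on 5-FOA so higher OD means more RAM inhibition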
Active calls of the source: *; / = no result given. Compounds were not picked by outcome, and some 5.6% of all compounds hit somewhere here.

SMILES | ROMK primary | SRC2 TRFRET art | TLR4 MyD88 comp | PPARg SRC-2 ag | STAT3 activator | S1P3 antag | PPARg SRC3 recr | STAT1 inh | STAT3 inh | PPARg SRC-1 ag | RAM network inh
CCOc1cc(C(=O)NC(C)CC)cc(OCC)c1OCC (stereo not drawn) | / | 1303 | 15 | 5 | 95 | / | -10 | -1 | 9 | -4 | 0.5
CS(=O)(=O)N(C(=O)NC(=O)NC12CC3CC(CC(C3)C1)C2)C1CCCCC1 | 0.98 | 1549 | -10 | -3 | 106 | -12 | 4 | -5 | 2 | -2 | 1.4
CC(C)CCN1CCN(Cc2ccsc2)CC1CCO (stereo not drawn) | -0.21 | 1661 | -3 | 3 | 103 | -12 | 2 | 3 | 2 | 3 | 2.2
COc1ccc(/C=N/NC(=O)c2ccncc2)cc1CSc1nc2ccccc2s1 | / | 1496 | 1 | 6 | 96 | 20 | 8 | -3 | 1 | 9 | 5.1
Cc1cccc(C)c1OCC(O)Cn1c2ccccc2c2ccccc21 (stereo not drawn) | 0.49 | 1464 | 2 | -1 | 94 | / | -5 | 1 | 15 | -3 | 15*
O=C(COC(=O)CCCSc1nc2ccccc2[nH]1)Nc1ccc(Cl)cc1 | / | 1532 | 6 | -2 | 112 | -11 | -2 | -11 | -11 | -7 | -0.2
Cc1cc(C(F)(F)F)n(-c2nc(C(=O)NNS(=O)(=O)c3ccccc3[N+](=O)[O-])cs2)n1 | -0.062 | 1573 | -20 | 2 | 103 | 8 | 3 | -4 | 2 | 3 | 2.0
O=C(OCc1ccc2c(c1)OCO2)c1ccc(S(=O)(=O)N2CCCCC2)cc1 | / | 1435 | -12 | -5 | 106 | -6 | -16 | -7 | -4 | 1 | 2.9
CN1CCN(C(=O)C2=C[C@@H](c3ccc(C(F)(F)F)cc3)C[C@@H](OCc3ccc(CO)cc3)O2)CC1 | / | 1570 | -1 | 8 | / | -7 | 2 | 6 | / | -4 | 0.2
COc1ccc(NC(=O)Cn2c(=O)n(-c3ccc(OC)cc3OC)c(=O)c3c(C)c(C)sc32)cc1 | 0.16 | 1525 | -11 | -2 | 97 | 4 | 0 | 10 | 1 | 6 | 2.3
O=C(NC1=NC2CCCCC2N1)c1ccccc1 (stereo not drawn) | / | 1349 | 10 | -1 | 61 | -21 | 0 | -16 | 49* | -3 | -0.9
COCCn1c(C)nc2oc3ccc(Br)cc3c(=O)c2c1=O | 0.52 | 1871 | -12 | 3 | 94 | -24 | 5 | -2 | 14 | 5 | 0.7
Cc1ccc(-c2nnc(SCC(=O)Nc3cccc(C(=O)N4CCOCC4)c3)n2C)cc1 | 0.62 | 1462 | -5 | -7 | 101 | 8 | -5 | 4 | -4 | -1 | 0.4
CC(CC(=O)N1CCN(c2ccccc2)CC1)c1ccccc1 (stereo not drawn) | 0.33 | 1464 | -4 | 2 | 98 | -12 | 0 | -2 | 3 | -6 | -1.1
CCn1c(SCC(=O)N2c3ccccc3CCc3ccccc32)nnc1-c1ccc(OC)cc1 | / | 1594 | -8 | 2 | 88 | -9 | 0 | 4 | 16 | 5 | 3.8
CCOCCCNC(=O)CCC(=O)NNc1nc2ccccc2c2nc(C)nn12 | / | 1497 | 7 | 11 | 102 | -15 | -1 | -1 | -1 | 5 | 1.0
CC1Cc2ccccc2N1C(=O)Cn1cnc2ccccc2c1=O (stereo not drawn) | 0.24 | 1547 | 4 | -3 | 94 | / | -2 | -5 | 11 | -1 | -0.8
COCCn1c(C)cc(C(=O)COC(=O)c2ccc(N3CCCC3=O)cc2)c1C | / | 1610 | 1 | 4 | 90 | -6 | -1 | 4 | 15 | 8 | 0.8
COc1ccccc1-c1cc(C(=O)Nc2cc(C)nn2-c2ccccc2)no1 | / | 1699 | -9 | 7 | 85 | 16 | 6 | 11 | 22 | 3 | 1.1
Cc1cc(=O)oc2cc3c(cc12)OCCO3 | / | 1594 | 8 | 0 | 87 | -12 | -3 | 10 | 21 | -2 | 2.4
CC12COC3(P(=O)(c4ccccc4)c4ccccc4)CC1CCC23CP(=O)(c1ccccc1)c1ccccc1 (stereo not drawn) | -2.9* | 1754 | -22 | 0 | 100 | -19 | 0 | -1 | 2 | 13 | 2.5
O=C(COC(=O)c1ccccc1C(=O)c1ccc(Cl)cc1)NCc1ccccc1 | / | 1551 | 0 | 13 | 100 | -8 | 6 | 1 | 5 | 10 | 1.3
COc1ccc(C(=O)NCC(c2ccc(F)cc2)N2CCOCC2)cc1S(=O)(=O)N1CCCC1 (stereo not drawn) | / | 1828 | -3 | 3 | 101 | -38 | 17 | 4 | 2 | 0 | 0.6
CC(=O)c1c(N2CCN(Cc3ccccc3)CC2)nc(=S)n(Cc2ccccc2)c1C | -2.5 | 1484 | 1 | -5 | 94 | 0 | -1 | 16 | 5 | -6 | 1.3
Oc1cccc2ccc[n+](CC(O)Cn3c4ccccc4c4ccccc43)c12 (stereo not drawn) | -0.38 | 1580 | 9 | -7 | 109 | -3 | -2 | 1 | -13 | 0 | 6.2

Next entries.
SMILES | ROMK primary | SRC2 TRFRET art | TLR4 MyD88 comp | PPARg SRC-2 ag | STAT3 activator | S1P3 antag | PPARg SRC3 recr | STAT1 inh | STAT3 inh | PPARg SRC-1 ag | RAM network inh
Cc1ccc(C(=O)Nc2cccc(C(=O)NCc3ccccc3)c2)o1 | 0.47 | 1778 | -7 | 7 | 100 | -13 | 3 | -5 | 4 | 1 | 0.9
COc1ccc(Nc2nnc(-c3ccc(N4CCOCC4)c([N+](=O)[O-])c3)c3ccccc23)cc1 | / | 1591 | -17 | 10 | 86 | / | 2 | 1 | 20 | 4 | -0.5
COC(=O)c1c(NC(C)=O)sc(C(=O)Nc2ccccc2OC)c1C | 0.032 | 1599 | 7 | 5 | 95 | 7 | 2 | 1 | 9 | 13 | 0.9
O=C(c1cc2cc([N+](=O)[O-])ccc2oc1=O)N1CCN(C2CCCCC2)CC1 | -0.77 | 1358 | 3 | -8 | 97 | -9 | 4 | -10 | 8 | 2 | 0.0
CCOC(=O)c1c(CN2CCCCC2)n(C)c2cc(Br)c(O)cc12 | -0.55 | 1773 | -10 | 14 | 68 | / | 0 | 5 | 42 | 2 | -1.8
Cc1c(C(=O)NC(=S)Nc2ccc(N3CCOCC3)cc2)cccc1[N+](=O)[O-] | -1.2 | 1704 | 7 | 3 | 91 | 0 | 6 | 4 | 13 | 17 | 5.8
COc1ccc(CC(=O)OCC(=O)NCc2ccc(Cl)cc2)cc1 | 0.073 | 1602 | -2 | -1 | 96 | 9 | -1 | -1 | 7 | 2 | -0.5
COc1ccc(N2CCN(C(c3ccccc3)c3nnnn3Cc3ccc(F)cc3)CC2)cc1 (stereo not drawn) | -1.1 | 1344 | -8 | -6 | 107 | 21 | -13 | -8 | -5 | -4 | 1.3
Cc1c(N)cccc1-n1cnnn1 | -0.97 | 1686 | -8 | -7 | 100 | -18 | 2 | 8 | 2 | 0 | 2.2
Cc1cccc(CN2CCNC2=O)c1 | 0.33 | 1534 | 9 | 6 | 96 | -21 | 6 | 9 | 8 | 0 | 1.3
Cc1ccc(C)c(N2CCN(CC(=O)Nc3ccc([N+](=O)[O-])cc3C(=O)Nc3ccccc3F)CC2)c1 | 0.71 | 1471 | 6 | 0 | 101 | / | 7 | -6 | 5 | 10 | 4.2
NS(=O)(=O)c1ccc(CCNC(=O)COC(=O)CCSc2ccc(Cl)cc2)cc1 | 0.62 | 1514 | 2 | 1 | 128 | 1 | -2 | 6 | -28 | -3 | 1.4
Fc1ccccc1OCC1CCCN(Cc2nc(CC3CC3)no2)C1 (stereo not drawn) | -0.017 | 1695 | 1 | -2 | 105 | -6 | -3 | -10 | 0 | 1 | -0.4
CCOC(=O)C1CCCN(C(=O)C(C)Oc2ccc(Cl)cc2Cl)C1 (stereo not drawn) | / | 1613 | 2 | 6 | 89 | / | 13 | 8 | 17 | 4 | 3.0
O=C(CCS(=O)(=O)Cc1ccccc1F)N1CCc2ccccc2C1 | 9.5e-05 | 1535 | -24 | -7 | 109 | -3 | -5 | -1 | -2 | 3 | 2.2
Cc1noc(C)c1C(=O)N1CCc2ccccc2C1 | 0.6 | 1531 | -6 | 16 | 100 | 7 | 2 | 1 | 4 | 2 | 0.5
Nc1ccc2oc(-c3ccccn3)nc2c1 | / | 1560 | -17 | 1 | 106 | / | -5 | -14 | -2 | -6 | 1.2
Cc1cc(-n2c(C)cc(C(=O)CSc3nnnn3-c3ccccc3)c2C)no1 | / | 1611 | -2 | -1 | 100 | 27 | 8 | 4 | 5 | 5 | 3.8
CCCCn1nc(C(=O)OCC(=O)Nc2sccc2C(N)=O)c2ccccc2c1=O | 0.38 | 1686 | -3 | 9 | 99 | -13 | 4 | 9 | 4 | 4 | 1.8
COc1ccc(CCNC(=O)CSc2nnc(-c3cccc(C)c3)o2)cc1OC | 0.73 | 1580 | 1 | -5 | 106 | 4 | -5 | -5 | -4 | 5 | 2.5

Laid out differently: results already given
molecule	ROMK primary	SRC2 TRFRET art	TLR4 MyD88 comp	PPARg SRC-2 ag	STAT3 activator	S1P3 antag	PPARg SRC3 recr	STAT1 inh	STAT3 inh	PPARg SRC-1 ag	RAM network inh
NS(=O)(=O)c1ccc(CCNC(=O)COC(=O)CCSc2ccc(Cl)cc2)cc1	0.62	1514	2	1	128	1	-2	6	-28	-3	1.4
Fc1ccccc1OCC1CCCN(Cc2nc(CC3CC3)no2)C1 (stereo not drawn)	-0.017	1695	1	-2	105	-6	-3	-10	0	1	-0.4
CCOC(=O)C1CCCN(C(=O)C(C)Oc2ccc(Cl)cc2Cl)C1 (stereo not drawn)	/	1613	2	6	89	/	13	8	17	4	3.0
O=C(CCS(=O)(=O)Cc1ccccc1F)N1CCc2ccccc2C1	9.5e-05	1535	-24	-7	109	-3	-5	-1	-2	3	2.2
Cc1noc(C)c1C(=O)N1CCc2ccccc2C1	0.6	1531	-6	16	100	7	2	1	4	2	0.5
Nc1ccc2oc(-c3ccccn3)nc2c1	/	1560	-17	1	106	/	-5	-14	-2	-6	1.2
Cc1cc(-n2c(C)cc(C(=O)CSc3nnnn3-c3ccccc3)c2C)no1	/	1611	-2	-1	100	27	8	4	5	5	3.8
CCCCn1nc(C(=O)OCC(=O)Nc2sccc2C(N)=O)c2ccccc2c1=O	0.38	1686	-3	9	99	-13	4	9	4	4	1.8

Screens deposited in PubChem by several laboratories.
